Screening results: PubChem BioAssay, National Center for Advancing Translational Sciences (NCATS)
AT treatment: qHTS Assay for Identifying a Potential Treatment of Ataxia-Telangiectasia; […] A-T fibroblasts, KAP-1 phosphorylation AlphaLISA; neocarzinostatin DNA damage 30 min before lysis; Potency, µM (titrated, usually from 57.5 µM), inactives show top-dose activation, most hits filed as activators; 320,000 compounds, 0.19% hits; AID 485349, 2010; also: potency is read from the fitted curve at half-maximal effect; % of control where 0% means no effect; nearly all actives have a fitted effect of over 45% in size
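ATM-like activity read as KAP-1 phosphorylation via AlphaLISA donor/acceptor antibody pairs after lysis and 6 hr at 25C. Cells were ATM-null patient fibroblasts ([…], hTERT), dosed 60 min, then exposed to the DSB inducer NCS for 30 min.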
B2AR arrestin: qHTS assay of beta-arrestin-biased ligands of beta2-adrenergic receptor. Beta-2 adrenergic receptor (Homo sapiens), P07550. beta-arrestin recruitment to beta2AR, cell-based reporter. Potency, µM (series often up to 46.1 µM), for the others: at the highest dose activation, usual class: activators. 330,000 compounds, 0.02% hits. AID 492947, 2010;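 also: potency is read from the fitted curve at half-maximal effect; 0% = DMSO controls and full agonism = EC100 isoproterenol or metaproterenol; nearly all actives have a fitted effect of over 65% in size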
ELG1 repair inh: qHTS screen for small molecules that inhibit ELG1-dependent DNA repair in human embryonic kidney (HEK293T) cells expressing luciferase-tagged ELG1; HEK293T ELG1-luciferase reporter, luminescence, 16 h; DNA damage induced by 5-fluorouridine; Potency, µM (titrated, usually from 46.1 µM), for inactives: at the highest dose activity change, negative = inhibition, most hits filed as inhibitors; 330,000 compounds, 2.3% hits; also: potency is read from the fitted curve at half-maximal effect; % is scaled to controls: 0 for no effect and ±100 for the full control effect; nearly all actives have a fitted effect of over 55% in size
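DMSO vehicle served as the neutral condition. Each well held 2,000 cells given 5-fluorouridine plus compound; after 16 hr at 37 °C/5% CO2, ONE-Glo was added and luciferase measured 30 min later.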
BRCA1 expr up: qHTS Assay to Identify Small Molecule Activators of BRCA1 Expression. 380,000 compounds, 1.1% hits. Potency, µM (titrated, usually from 46.1 µM), without a hit: at the top dose activation, usual class: activators. AID 624202, 2012. MCF7-BRCA1-FFLuc reporter, luminescence, 48 h; response scale: scaled: vehicle 0%, 10 µM genistein 100%; also: potency is read from the fitted curve at half-maximal effect; nearly all actives have a fitted effect of over 80% in size; some results filed as inactive show a strong effect at the top dose
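Compounds are tested at multiple concentrations on MCF7 BRCA1-luciferase reporter cells seeded at 2000 per well; after 48 h, a single luminescence end-point is taken and curves fitted to the normalized data.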
PTAP TSG101 blk: qHTS Assay for Iinhibitors of HIV-1 Budding by Blocking the Interaction of PTAP/TSG101. Potency, µM (top dose mostly 115 µM), for inactives: top-dose activity change, negative = inhibition, hits mostly inhibitors. Tumor susceptibility gene 101 protein (Homo sapiens), Q99816. Fluorescence polarization, FITC-PTAP peptide / Tsg101 binding. 340,000 tested, under 10 active; active = well fitted inhibition curve with a large enough effect in the main read-out, with a control signal flat, not every such curve was filed as active; inconclusive = small, poorly fitted or top-dose-only effect, or effect the other way, or a change in a side signal; inactive = no such curve, though single readings can be large or run the other way; also: potency is read from the fitted curve at half-maximal effect; % of control where 0% means no effect
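Compounds were pin-transferred onto Tsg101 binding domain (10 uM final) in HEPES pH 7.5 buffer, then FITC-PTAP peptide was added at 50 nM final. After 20 min at RT, polarization reported peptide displacement across a qHTS concentration series.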
p53 reactivation: qHTS assay for re-activators of p53 using a Luc reporter | H1299 p53-A138V BP100-luciferase reporter, luminescence, 24 h | Potency, µM (highest dose often 92.2 µM), for the others: at the highest dose activity change, positive = activation, most hits filed as activators | 320,000 compounds, 0.063% hits | AID 504706, 2011; also: potency is read from the fitted curve at half-maximal effect; % of control where 0% means no effect; nearly all actives have a fitted effect of over 45% in size
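p53-null H1299 cells stably carrying temperature-sensitive p53-A138V and a BP100-luciferase reporter were pinned with compounds (4-point, 1:5 series) and held 24 hrs at 37 deg C. Luminescence was read 10 min after detection reagent.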
TRPV1 agonist: HTS Assay for Compounds that Act as Agonists of the Vanilloid Receptor 1; TRPV1-expressing cells, Fluo-8 calcium influx, agonist mode; activation, % at 8.33 µM; 320,000 compounds, 0.19% hits; in the data active = activation above about 80%; inconclusive = between about 30% and that limit; also: 0% is about no effect
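Fluo-8 calcium influx in TRPV1-expressing cells, kinetic read (ex 480/em 520 nm). Compound added and read 3 min for agonist activity, followed by capsaicin at EC20 final and 2 min further read for enhancement.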
Integrin act MD: qHTS for Activators of Integrin-Mediated Alleviation for Muscular Dystrophy. AID 624291, 2012. alpha7betagal myoblasts, beta-gal FDG fluorescence, 48 h. Potency, µM (series often up to 38.3 µM), for the others: at the highest dose activation, usual class: activators. 350,000 compounds, 0.064% hits;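 also: potency is read from the fitted curve at half-maximal effect; 100% = response of the positive control SU9516; nearly all actives have a fitted effect of over 60% in size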
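alpha7betagal+/- myoblasts (passage 13, 250/well) treated 48 h at 37C with compounds at 1:260 dilution of DMSO stock. Lysed, then beta-galactosidase activity read as FDG fluorescence (ex 480/em 540) after 30 min, with pre-read for autofluorescence.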
CXXC DNA block: qHTS Fluorescence Polarization Assay for Inhibitors of MLL CXXC domain - DNA interaction; MLL-CXXC / FITC-HOXA9 DNA fluorescence polarization; Potency, µM (series often up to 115 µM), inactives show top-dose activity change, negative = inhibition, hits mostly inhibitors; 290,000 compounds, 0.037% hits; AID 2662, 2010; active = well fitted inhibition curve with a large enough effect in the polarisation, with a control signal flat, not every such curve was filed as active; inconclusive = small, poorly fitted or top-dose-only effect, or effect the other way, or a change in a side signal; inactive = no such curve, though single readings can be large or run the other way; the % refers to the polarisation; also: potency is read from the fitted curve at half-maximal effect
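Fluorescence polarization: 7 uM MLL-CXXC (stock) preincubated 5 min with compounds, then 50 nM fluorescein-HOX-A9 DNA (stock) added; 30 min ambient. Buffer 50 mM Tris-HCl pH 7.5, 50 mM NaCl, 1 mM DTT, 0.05% BSA.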
TCR act: Activators of T cell receptors: qHTS campaign; primary human leukocytes, anti-CD3, IL-2 HTRF, 48 h; Potency, µM (titrated, usually from 9.22 µM), without a hit: top-dose activation of IL-2 secretion, most hits filed as activators; 330,000 tested, under 10 active; also: % of control where 0% means no effect
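IL-2 release read by HTRF sandwich (Eu cryptate donor, d2 acceptor, 665 nm emission) after 48 hr exposure of primary human leukocytes to compound together with anti-CD3 beads in the absence of co-stimulatory signals.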
Active calls of the source: *; ? = inconclusive; · = no result given; & = joins results of further samples; [ ] = another dose, or the depositor's remark. Unless noted, calls follow the shape of the dose curve; as a rule, active = well fitted curve in the direction sought with a large enough effect; inconclusive = small, poorly fitted or top-dose-only effect, or another doubt; inactive = no such curve, though single readings can be large; an effect the other way counts as inactive or inconclusive. Random draw from the library; any-hit rate near 3.8%.

SMILES	AT treatment	B2AR arrestin	ELG1 repair inh	BRCA1 expr up	PTAP TSG101 blk	p53 reactivation	TRPV1 agonist	Integrin act MD	CXXC DNA block	TCR act
Cc1cc(NC(=O)c2ccc(NC(=O)C(C)Oc3ccccc3)cc2)no1 (stereo unspecified)	·	0.1%	-24.3%	12.6µM*	-0.8%	4.6%	16.1	6.4%	4.1%	0.2%[46.1 µM]
CCC(C)(C)NC(=O)C(c1ccc(OC)cc1)N(C(=O)CCC(=O)Nc1cc(C)on1)c1cc(OC)ccc1OC (stereo unspecified)	6.3%	0.0%	2.4%	-33.1%	-9.1%	-5.6%	7.6	-32.2%	11.6%	-0.4%
Cn1c(N)c(N=O)c(=O)n(C)c1=S	·	·	·	-9.2%	0.3%	·	·	4.8%	·	3.5%
COCCn1c(=N)c(S(=O)(=O)c2ccc(F)cc2)cc2c(=O)n3cccc(C)c3nc21	-5.6%	0.6%	-10.9%	12.2%	3.0%	-1.4%	0.8	-9.3%	29.2%	8.5%
CCN=C1S/C(=C\c2cc(Br)c(O)c(OC)c2)C(=O)N1CC	-3.3%	0.5%	-20.3%	0.4%	1.2%	2.2%	5.9	-40.8%	94.7%[activator]	0.7%
CN(C)C(=O)c1ccccc1NC(=O)Cc1cccc2ccccc12	4.2%	-0.5%	-7.3%	8.2%	-0.1%	-13.2%	-0.3	?	0.0%	-1.0%
Cc1ncc(C(=O)Nc2ccccc2)[nH]1	·	·	·	2.82µM*	-3.8%	·	·	-2.7%	·	-6.9%
NC(=O)C1=C[C@@H](c2ccc(Br)cc2)C[C@@H](OCc2ccc(CO)cc2)O1	-13.0%	0.1%	-0.3%	10.6%	-4.3%	-2.6%	0.3	35.2%	-11.5%	0.9%
CCC(C(=O)NC1CC(C)(C)NC(C)(C)C1)c1ccccc1 (stereo unspecified)	24.4%	4.9%	-1.1%	12.5%	-5.3%	7.4%	-1.8	?	-1.6%	·
Cc1cc(C)nc(NC(=O)c2cccs2)n1	-1.4%	-1.1%	22.8%	12.9%	0.1%	8.1%	0.4	?	4.6%	-3.6%
CN(C)CCCNC(=O)CCC1CCCCC1	8.6%	-0.2%	-1.4%	-11.3%	-5.9%	?	-14.9	-11.1%	0.4%	1.0%
COc1ccc(N2C3=C(CC4=C2CC(C)(C)CC4=O)C(=O)CC(C)(C)C3)cc1	1.1%	0.2%	?	-96.8%[inhibitor]	-5.9%	-12.0%	-1.4	-59.7%[inhibitor]	-13.1%	14.6%
CC(C)CN(C(=O)COC(=O)c1ccc2c(c1)OCCO2)c1c(N)n(Cc2ccccc2)c(=O)[nH]c1=O	-2.1%	-0.2%	-0.7%	-27.6%	-3.1%	0.3%	-3.4	-6.7%	·	-4.0%
CCCC(C)NC(=O)Cc1ccccc1[N+](=O)[O-] (stereo unspecified)	8.6%	-0.4%	-0.7%	-2.7%	-4.0%	6.2%	11.1	-9.5%	0.6%	-7.0%[46.1 µM]
O=C1C=CC(=O)N1c1ccc(Nc2ccccc2)cc1	·	·	·	5.5%	-1.1%	·	·	22.6%	·	2.8%
S=C(Nc1cccc(Cl)c1)Nc1ccccc1Oc1ccccc1	-0.2%	-0.1%	3.6%	-52.8%	1.0%	4.9%	11.5	0.0%	17.5%	-10.1%
Cc1ccc(S(=O)(=O)NCC(=O)N(CCc2ccccc2)CC(=O)NCc2ccco2)cc1	7.7%	-0.8%	-20.0%	-8.3%	1.4%	-2.7%	1.5	-9.0%	1.4%	1.9%
O=C(c1ccc(Cl)s1)N1CCN(c2ccccc2)CC1	-2.2%	-0.2%	1.2%	47.7%	-11.7%	14.6%	-1.2	10.7%	-0.3%	-1.5%[46.1 µM]
CCOC(=O)c1ccccc1NC(=O)c1ccc(F)cc1	·	0.3%	·	-1.1%	-5.9%	·	7.4	14.3%	0.5%	1.5%
CC(=O)Nc1ccc(S(=O)(=O)N=S(C)C)cc1	-5.6%&2.5%	-0.1%&-0.1%	?	7.6%	-6.5%	2.4%&4.6%	0.8&-0.7	8.5%	7.0%&2.3%	-6.0%
COc1ccc(/C=N/NC(=O)c2ccc3c(c2)OCCO3)c(OC)c1	-8.2%	0.3%	-6.6%	4.2%	-1.7%	-5.5%	11.1	8.2%	20.1%	·
CC(=O)c1cccc(NC(=O)CCNC(=O)c2cccc(C)c2)c1	1.8%	0.0%	2.3%	5.9%	-5.3%	-5.7%	13.0	-3.4%	-3.8%	11.2%
CCOc1ccc(NC(=O)NNC(=O)C2CCC(C(C)(C)C)CC2)cc1 (stereo unspecified)	1.8%	-0.6%	7.6%	-3.3%	1.0%	2.4%	1.2	-11.7%	1.1%	-5.8%
Cn1c(Cn2nnc3ccccc32)nnc1SCC(=O)N1CCc2ccccc21	6.0%	0.4%	0.1%	11.8%	-12.2%	12.0%	5.1	2.1%	2.5%	2.5%
CCN(C(=O)CN1CCCc2cc(C)ccc21)c1c(N)n(Cc2ccccc2)c(=O)[nH]c1=O	·	·	·	0.0%	1.7%	·	·	6.2%	·	-0.4%
CCOC(=O)C1CCN(C(=O)C2COc3ccccc3O2)CC1 (stereo unspecified)	-11.0%	0.0%	6.1%	-8.2%	-0.7%	-3.1%	9.4	-6.6%	-8.6%	-1.4%
CC(C)CCNC(=O)NC(=O)COC(=O)CNC(=O)C1CCCCC1	-3.4%	0.3%	8.8%	8.1%	0.6%	-2.1%	2.6	6.4%	3.2%	-5.1%
Cc1[nH]c2ccccc2c1/C=N/NC(=O)c1cc(C(C)(C)C)[nH]n1	-10.1%	-0.2%	-1.7%	46.4%	-2.1%	-3.4%	-0.3	-23.0%	-11.7%	-0.1%
CCc1ccc(C(=O)NNC(=O)OC)cc1	0.3%	-0.1%	13.8%	-9.4%	-0.1%	-3.0%	-0.7	6.2%	3.2%	-6.9%
CCOC(=O)c1cc2c(=O)n3ccccc3nc2n(CC(C)C)c1=NC(=O)c1c(-c2c(F)cccc2Cl)noc1C	-1.6%	-0.5%	-20.4%	-43.0%	-2.7%	4.0%	6.0	0.8%	-4.2%	-0.7%[46.1 µM]
O=C(O)c1cc(-c2ccccc2)n(-c2ccc(Cl)cc2)n1	1.4%	-0.1%	1.8%	0.5%	-2.8%	-2.2%	-3.1	0.8%	-22.0%	-11.1%
COc1ccc(C2C3=C(CC(C)(C)CC3=O)OC(N)=C2[N+](=O)[O-])cc1 (stereo unspecified)	5.7%	-3.6%	6.5%	0.6%	0.0%	18.8%	0.4	-0.6%	4.9%	-5.6%[46.1 µM]
Cc1n[nH]c(C)c1N1C(=O)c2cccc3cc(Br)cc(c23)C1=O	4.2%	-0.1%	-1.9%	-8.6%	-2.7%	-2.8%	-0.5	24.8%	-2.7%	-1.7%
CN(CCC1CCCCO1)Cc1cn(C)nc1-c1ccc2c(c1)OCCO2 (stereo unspecified)	2.6%	-0.6%	15.6%	-8.0%	-6.2%	-1.1%	2.6	-3.5%	-7.5%	-9.1%
CCCCCn1c(=O)c(C(=O)c2ccccc2)nc2ccccc21	-0.7%	-0.1%	-17.0%	4.0%	-0.9%	4.1%	?	-36.9%	-8.1%	-2.0%

Part of the list above in order of formula weight, lowest first.
SMILES	AT treatment	B2AR arrestin	ELG1 repair inh	BRCA1 expr up	PTAP TSG101 blk	p53 reactivation	TRPV1 agonist	Integrin act MD	CXXC DNA block	TCR act
CCc1ccc(C(=O)NNC(=O)OC)cc1	0.3%	-0.1%	13.8%	-9.4%	-0.1%	-3.0%	-0.7	6.2%	3.2%	-6.9%
CCCCCn1c(=O)c(C(=O)c2ccccc2)nc2ccccc21	-0.7%	-0.1%	-17.0%	4.0%	-0.9%	4.1%	?	-36.9%	-8.1%	-2.0%
COc1ccc(C2C3=C(CC(C)(C)CC3=O)OC(N)=C2[N+](=O)[O-])cc1 (stereo unspecified)	5.7%	-3.6%	6.5%	0.6%	0.0%	18.8%	0.4	-0.6%	4.9%	-5.6%[46.1 µM]

Given with values under each structure: part of the list above
Order of results – AT treatment, B2AR arrestin, ELG1 repair inh, BRCA1 expr up, PTAP TSG101 blk, p53 reactivation, TRPV1 agonist, Integrin act MD, CXXC DNA block, TCR act
- CCOC(=O)c1cc2c(=O)n3ccccc3nc2n(CC(C)C)c1=NC(=O)c1c(-c2c(F)cccc2Cl)noc1C
    -1.6%, -0.5%, -20.4%, -43.0%, -2.7%, 4.0%, 6.0, 0.8%, -4.2%, -0.7%[46.1 µM]
- O=C(O)c1cc(-c2ccccc2)n(-c2ccc(Cl)cc2)n1
    1.4%, -0.1%, 1.8%, 0.5%, -2.8%, -2.2%, -3.1, 0.8%, -22.0%, -11.1%
